# Assay outcomes (PubChem BioAssay)
# CBFb RUNX1 block = CBF-beta/RUNX1 interaction disruption | AlphaScreen CBFb-His/RUNX1-biotin binding, biochemical | Potency, µM (titrated, usually from 59.8 µM), for inactives: at the top dose activity, negative = inhibition, hits mostly inhibitors | 230,000 tested, under 10 active; note: % of control where 0% means no effect
# Target sequence (Q01196 whole entry, looked up): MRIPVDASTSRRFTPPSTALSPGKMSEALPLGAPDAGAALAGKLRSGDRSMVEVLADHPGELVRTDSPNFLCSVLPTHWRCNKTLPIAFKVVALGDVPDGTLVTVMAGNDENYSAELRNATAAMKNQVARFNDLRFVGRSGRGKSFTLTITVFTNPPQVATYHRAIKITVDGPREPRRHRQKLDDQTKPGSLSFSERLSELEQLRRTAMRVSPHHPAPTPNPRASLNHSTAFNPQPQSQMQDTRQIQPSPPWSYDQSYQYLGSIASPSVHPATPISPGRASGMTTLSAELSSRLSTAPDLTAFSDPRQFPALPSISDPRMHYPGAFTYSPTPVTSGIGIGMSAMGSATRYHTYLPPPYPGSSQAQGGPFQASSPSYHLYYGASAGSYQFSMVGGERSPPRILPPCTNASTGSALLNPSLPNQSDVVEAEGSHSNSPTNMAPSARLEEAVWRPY
# Target sequence (Q13951 whole entry, looked up): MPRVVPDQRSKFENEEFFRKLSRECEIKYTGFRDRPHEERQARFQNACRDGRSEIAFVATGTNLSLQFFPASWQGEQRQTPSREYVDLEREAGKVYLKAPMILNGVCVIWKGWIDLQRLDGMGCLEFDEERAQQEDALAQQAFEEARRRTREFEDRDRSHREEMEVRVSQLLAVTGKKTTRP
#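 Compounds were screened at multiple concentrations against a preformed CBF-beta(His)/RUNX1(biotin) complex (30 nM of each) for 15 min at room temperature, followed by 90 min with nickel and streptavidin beads and AlphaScreen reading.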
# HttQ103 aggreg = reduces HttQ103-GFP aggregates in PC12 cells; PC12 HttQ103-GFP aggregates, Acumen cytometry, 40 h; Potency, µM (titrated, usually from 46.1 µM), inactives show top-dose activity change, negative = inhibition, actives largely listed as inhibitors; 1.1% of 220,000 active; AID 1688; note: potency is the fitted concentration of half-maximal effect; % is set by controls: 0 for no effect and ±100 for the full control effect; nearly all actives have a fitted effect of over 60% in size
#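 Aggregate formation scored by laser-scanning cytometer (488 excitation, 500–530 emission) in lysed PC12 cells expressing Q103-GFP after 100 nM tebufenozide induction; library tested in dose series, with ATPLite reagent added in the multiplex.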
# NPSR antag = antagonists of human neuropeptide S receptor cAMP signaling. 1% of 220,000 active. CHO-NPSR cells, cAMP TR-FRET, antagonist mode. Q6W5P4. Potency, µM (highest dose often 38.3 µM), for the others: top-dose activity change, negative = inhibition, most hits filed as inhibitors; note: potency is the fitted concentration of half-maximal effect; % is set by controls: 0 for no effect and ±100 for the full control effect; nearly all actives have a fitted effect of over 50% in size; many of its hits are not listed in these tables
# Target sequence (Q6W5P4 whole entry, looked up): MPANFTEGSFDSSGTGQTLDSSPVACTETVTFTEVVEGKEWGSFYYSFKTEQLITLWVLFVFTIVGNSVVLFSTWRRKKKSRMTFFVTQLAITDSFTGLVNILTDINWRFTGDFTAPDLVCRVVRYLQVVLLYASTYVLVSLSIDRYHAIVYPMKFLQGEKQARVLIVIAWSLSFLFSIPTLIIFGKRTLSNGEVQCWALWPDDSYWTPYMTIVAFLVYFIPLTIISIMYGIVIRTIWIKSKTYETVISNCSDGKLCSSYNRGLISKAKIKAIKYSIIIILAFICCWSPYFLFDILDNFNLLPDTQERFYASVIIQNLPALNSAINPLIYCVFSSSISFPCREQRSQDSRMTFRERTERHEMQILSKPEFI
# Epigenetic reg = regulators of epigenetic silencing causing reporter derepression in mouse cells | murine LDR cells, GFP reporter derepression, 30 h | Potency, µM (doses to about 53.9 µM), inactives show at the highest dose GFP activation, actives largely listed as activators | 0.2% of 280,000 active; note: potency is the fitted concentration of half-maximal effect; % of control where 0% means no effect; nearly all actives have a fitted effect of over 60% in size
#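 Reporter derepression read as number of fluorescent GFP-positive objects, 20-120 um in size, counted by laser-scanning cytometer. Mouse LDR line with an epigenetically silenced CMV-GFP locus; compound incubation 30 h, 37 C.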
# IMPase Li inh = IMPase inhibition in cells with lithium potentiation | CHO-M1 cells, IP1 TR-FRET (IP-One), carbachol + lithium | Potency, µM (doses to about 59.4 µM), inactives show top-dose activity, negative = IMPase inhibition, hits mostly inhibitors | 0.35% of 210,000 active | AID 1457;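 note: IP1 builds up when IMPase is blocked and the TR-FRET signal falls; potency is the fitted concentration of half-maximal effect; plate controls were basal vehicle for no effect and high inhibitor control for full effect; nearly all actives have a fitted effect of over 50% in size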
#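 Steps: plate 2000 CHO-M1 cells per well and culture 16–30 h; add compound and lithium; incubate 30 min, 37C; add d2-IP1 tracer and Eu cryptate anti-IP1 antibody in lysis buffer; read after 10 min at room temperature.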
# Lamin A splicing = changes lamin A minigene splicing in HeLa cells; HeLa LMNA splicing GFP/RFP minigene ratio, 48 h; Potency, µM (highest dose often 46.1 µM), without a hit: at the top dose ratio change, negative = inhibition, usual class: inhibitors; 0.01% of 200,000 active; AID 1487; active = well fitted inhibition curve with a large enough effect in the signal ratio, with a control signal flat, not every such curve was filed as active; inconclusive = small, poorly fitted or top-dose-only effect, or effect the other way, or a change in a side signal; the % refers to the signal ratio; note: potency is the fitted concentration of half-maximal effect; % is set by controls: 0 for no effect and ±100 for the full control effect
#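 S3 HeLa stable clones carrying a lamin A-EGFP splicing minigene plus DsRed2 were seeded at 600 cells/well in Opti-MEM with 2% FBS, pin-dosed and incubated 48 h at 37°C. Acumen cytometry (488 nm) gave the GFP/RFP total-intensity ratio.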
# Luc counter = blocks Kinase-Glo luciferase, a counter-screen artifact; 0.28% of 200,000 active; Kinase-Glo luciferase, ATP luminescence, 8 min; Q27757; AID 1379; Potency, µM (doses to about 38.3 µM), without a hit: top-dose activity change, negative = inhibition, actives largely listed as inhibitors; note: potency is the fitted concentration of half-maximal effect; % is set by controls: 0 for no effect and ±100 for the full control effect; nearly all actives have a fitted effect of over 60% in size
#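 Compound is pinned into ATP-containing buffer (10 uM ATP, imidazole pH 7.2, 7 mM MgCl2). Kinase-Glo luciferase reagent is then added. Light output is recorded following an 8-min room-temperature incubation.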
# * = called active by the depositor; ? = inconclusive; . = not tested or not shown; & = joins results of further samples; [ ] = remark or other dose. Unless noted, calls come from the whole dose curve; as a rule, active = well fitted curve in the direction sought with a large enough effect; inconclusive = small, poorly fitted or top-dose-only effect, or another doubt; inactive = no such curve, though single readings can be large; an effect the other way counts as inactive or inconclusive.
SMILES,CBFb RUNX1 block,HttQ103 aggreg,NPSR antag,Epigenetic reg,IMPase Li inh,Lamin A splicing,Luc counter
COC(c1ccccc1)c1nnc(CCC(=O)N(C)C(C2CC2)C2CC2)o1 (configuration not stated),7%,-2%[9.22 µM],6%,0.1%,11%,8%[46 µM],8%
Cc1ccc(N=Cc2ccc(O)cc2O)cc1F,-24%,3.2µM*,-5%[46.1 µM],-2.1%,1%[38.3 µM],1%,0%
COc1nonc1NC(=O)CSc1nc2ccccc2[nH]1,3%,11%,-7%[46.1 µM],-2.6%,-2%[38.3 µM],13%,0%
CCC(C)(C)NC(=O)C(c1cccn1C)N(C(=O)Cn1nnc2ccccc21)c1ccc(NC(C)=O)cc1 (configuration not stated),-1%,5%[9.22 µM],15%,1.1%,6%,-2%[46 µM],-3%
Cc1ccc(NC(=S)N/N=C2/CCCCc3ccccc32)cc1,?,-17%[9.22 µM],-15%,1.1%,.,.,.
Cc1cc(/C=C2\Sc3ccccc3N2C)cc(C)[n+]1CC1CCCO1 (configuration not stated),1%,2.8µM*,-30%,?,45%[activator],10%[46 µM],-3%
Cc1onc(-c2ccccc2)c1C(=O)Nc1cccc2nsnc12,14%,-11%,?,0.8%,?,26%,1%
O=C(CN1CCOCC1)Nc1cccc(Cl)c1Cl,0%,-8%[9.22 µM],4%[46.1 µM],-4.4%,0%[38.3 µM],18%,-5%
CC(=O)Nc1ccc(NC(=O)CN2CCCC(C)C2)c(Cl)c1 (configuration not stated),3%,-7%,-25%[46.1 µM],-5.9%,-10%[38.3 µM],-6%,-5%
CNc1nc(N)c(C(=O)Nc2cc(C)on2)s1,-3%,2%,-7%,-1.6%,16%,.,-7%
CC(=O)Nc1ccc(/C(C)=N/NS(=O)(=O)c2ccccc2)cc1,-1%,13%,13%,4.4%,-3%,-8%,-1%
CC1Cc2ccccc2N1C(=O)Cn1nc(C(=O)O)c2ccccc2c1=O (configuration not stated),1%,21%,-7%[46.1 µM],-0.3%,6%[38.3 µM],7%,1%
CCOC(=O)CC1=C(C#N)C(c2cccnc2)C(C(=O)OCC)=C(N)O1 (configuration not stated),2%,16%,-8%[46.1 µM],0.0%,32%[activator][38.3 µM],1%,-1%
CC1=Nc2ccccc2/C1=C/c1c(N)n2c(S(=O)(=O)C(C)C)nsc2nc1=O,-5%,0%,-32%,-4.0%,-6%,.,2%
Cc1cc(C)cc(-n2nnnc2-c2cn(C)nc2C(F)(F)F)c1,2%,-11%,-15%[46.1 µM],-1.1%,6%[38.3 µM],-6%,-1%
COc1ccc(Br)cc1/C=C/C(=O)c1ccc(NC(C)=O)cc1,-1%,?,?,-1.0%,25%,?,1%
CC(=O)C1C(c2ccc(F)cc2)C2C(C)=NN=C2CC1(C)O (configuration not stated),-18%,-14%,18%,0.0%,-6%,-7%,2%
O=C1CN(C(=O)c2ccccc2F)c2ccccc2N1,2%,?,-7%[46.1 µM],-1.0%,24%[38.3 µM],1%,4%
Cc1ccc(SCc2ccc(C(=O)NCc3ccncc3)cc2)cc1,-3%,10%,-9%[46.1 µM],-2.2%,22%[38.3 µM],-9%,1%
COC(=O)[C@@]1(Cc2ccc(F)cc2)[C@H]2c3cc(C(=O)N(C)C)n(Cc4cc(C)n(C)n4)c3C[C@H]2CN1C(=O)c1ccccc1,4%,.,.,4.1%,5%,.,-6%
Cc1ccc(-c2nnc(N3CCOCC3)c3ccccc23)cc1S(=O)(=O)NCC1CCCO1 (configuration not stated),2%,5%[9.22 µM],?,5.3%,-2%[38.3 µM],?,-3%
CN(C)CCNC(=S)Nc1ccc(Cl)cc1Cl,-2%,-6%,12%,0.0%,-3%,-3%,-4%
COCCn1c(SCC(=O)Nc2cc(C)on2)nc2ccccc21,11%,-2%,1%,-2.6%,13%,-6%[46 µM],-3%
O=c1oc2ccccc2cc1-c1csc(Nc2ccc(O)cc2)n1,-19%,?,-37%,-2.9%,16%,?,-6%
CCOC(=O)c1sc(NC(=O)c2cc3c(C)nn(-c4ccccc4)c3s2)nc1C,6%,7%,2%[46.1 µM],-1.0%,2%[38.3 µM],0%,12%

# 5 of the entries above in order of the NPSR antag value, low to high:
smiles,NPSR antag
Cc1cc(/C=C2\Sc3ccccc3N2C)cc(C)[n+]1CC1CCCO1 (configuration not stated),-30%
Cc1ccc(NC(=S)N/N=C2/CCCCc3ccccc32)cc1,-15%
CNc1nc(N)c(C(=O)Nc2cc(C)on2)s1,-7%
CN(C)CCNC(=S)Nc1ccc(Cl)cc1Cl,12%
CC(=O)C1C(c2ccc(F)cc2)C2C(C)=NN=C2CC1(C)O (configuration not stated),18%

# Among those listed so far, these have an aryl methoxy group:
SMILES,CBFb RUNX1 block,HttQ103 aggreg,NPSR antag,Epigenetic reg,IMPase Li inh,Lamin A splicing,Luc counter
COc1nonc1NC(=O)CSc1nc2ccccc2[nH]1,3%,11%,-7%[46.1 µM],-2.6%,-2%[38.3 µM],13%,0%
COc1ccc(Br)cc1/C=C/C(=O)c1ccc(NC(C)=O)cc1,-1%,?,?,-1.0%,25%,?,1%

# Remaining list, next part.
SMILES,CBFb RUNX1 block,HttQ103 aggreg,NPSR antag,Epigenetic reg,IMPase Li inh,Lamin A splicing,Luc counter
O=C(NCc1cccnc1)C(=O)NCC(c1ccco1)N1CCOCC1 (configuration not stated),2%,19%,26%,1.9%,-10%,?,1%
N[C@H](C(=O)O)[C@H](OCc1ccccc1)C(=O)O,2%[21.7 µM],.,.,1.9%,8%,.,-2%
O=C(NC1CCCC1)c1ccc(Br)o1,-1%,9%,2%[46.1 µM],-6.5%,16%[38.3 µM],0%,-2%
COc1cccc(OC)c1C(=O)NC(=S)Nc1ccc2c(c1)OCCO2,-8%,21%,6%,2.2%,1%,.,0%
COc1cc(/C=C(\C#N)c2nc(-c3cc4ccccc4oc3=O)cs2)ccc1O,-9%,28%,-30%[46.1 µM],4.5µM*,22%,4%,0%
COC(=O)[C@@H]1C[C@@]2(O)[C@H](O)[C@H](O)[C@H](O)C[C@H]2N1Cc1ccc(C)s1,-5%&15%,-11%[9.22 µM],23%,6.5%&3.0%,-11%,.,0%
CC(C)N1CCC(N2CCN(Cc3ccc(-c4ccc(Cl)cc4)o3)CC2CCO)CC1 (configuration not stated),-1%,-1%[9.22 µM],-13%,-0.1%,4%,.,.
CCCCSc1nc2c(cnn2-c2ccccc2)c(=O)n1N,12%,-4%[9.22 µM],-16%,-5.4%,10%,-3%[46 µM],-8%
Cc1cccc2[nH]c3c(N4CCC5(CC4)OCCO5)ncnc3c12,3%,22µM*,-4%[46.1 µM],0.0%,9%[38.3 µM],?,-3%
COc1ccc(Cl)cc1NC(=O)Nc1ccccc1C(N)=O,3%,-12%,-15%,-0.5%,-8%,.,1%
COC(=O)CN1C(=S)N(c2ccc(Cl)cc2)C(=O)C1CC(=O)Nc1ccccc1 (configuration not stated),5%,13%,-28%,0.0%,2%,1%,2%
COc1ccc(OC(C)C(=O)Nc2cccc(OC)c2)cc1 (configuration not stated),-2%,-14%,-10%[46.1 µM],2.7%,39%[activator][38.3 µM],-4%,-1%
COC(=O)c1ccsc1-n1cc(C#N)c(=O)n(C)c1=O,10%,-8%,18%,0.0%,-2%,4%[46 µM],-2%
CCc1ccc(OCCn2cccn2)cc1,14%,0%,23%,1.1%,-4%,.,7%
CC(NC(=O)OCc1ccccc1)C(=O)N1CC(O)CC1C(=O)O (configuration not stated),15%,.,1%[46.1 µM],-2.5%,21%[38.3 µM],?,0%
Clc1ccc(OCc2noc(-c3ccsc3)n2)c(Cl)c1,?,3%[9.22 µM],12%,0.7%,.,.,.
CCC(=O)Oc1c(C(=O)CC)cc2c(C)cc(=O)oc2c1C,-3%,13µM*,6%,-1.9%,3%,?,3%
COc1ccc(-c2csc(N(C)C(=O)c3cccs3)n2)cc1,2%,10%[9.22 µM],28%,0.1%,4%,-8%[46 µM],2%
CC(=O)C1=C(C)N(Cc2ccccc2)C(=O)N[C@H]1c1cccc(F)c1,4%[13.1 µM],.,.,.,-1%,?,-4%[7.66 µM]
CCOc1ccc2c(c1)sc(N)[n+]2Cc1cc(C)cc2cccnc12,-3%,-11%,-13%,1.5%,27%,?,2%
C[C@]12C[C@@](C)(C=C1/C=C/c1ccccc1)C(=O)C[C@H]2c1ccccc1,-4%,.,.,1.1%,12%,.,1%
O=S(=O)(Nc1cccc(S(=O)(=O)N2CCOCC2)c1)c1ccc2c(c1)OCCO2,15%,4%,-7%,1.1%,4%,-19%[46 µM],3%
COc1ccc(/C=C/C(=O)N2CCN(C)CC2)cc1S(=O)(=O)N1CCCCC1,-1%,-7%[9.22 µM],-1%,-1.9%[10.1 µM],8%,.,-1%
CCOC(=O)c1cccc(NC(=O)C2CCN(S(=O)(=O)c3cccs3)CC2)c1,4%,0%,-5%[46.1 µM],3.6%,22%[38.3 µM],-21%,1%
COc1cc(-c2nc(=S)[nH][nH]2)cc(OC)c1OC,-3%,-12%[9.22 µM],-21%,0.9%,6%,-7%[46 µM],4%

# Additional results
SMILES,CBFb RUNX1 block,HttQ103 aggreg,NPSR antag,Epigenetic reg,IMPase Li inh,Lamin A splicing,Luc counter
CCc1ccc2c(c1)C1(C(=O)N2)N2CCCC2C(C(=O)c2ccc3ccccc3c2)C12C(=O)Nc1ccccc12 (configuration not stated),10%,?,?,18%,-1%,?,1%
O=C(N/N=C/c1ccc(Br)o1)c1cncc(Br)c1,?,-4%,4%,-1.6%,-2%,-8%,3%
O=C(Nc1ccc(S(=O)(=O)N2CCOCC2)cc1)c1ccc2c(c1)OCO2,9%,7%[9.22 µM],-1%,1.4%,.,.,.
Cc1cc(C)n(CC(O)COc2ccccc2[N+](=O)[O-])n1 (configuration not stated),-5%,23%,-8%[46.1 µM],0.0%,.,-4%,.
CCn1c(CNc2ccc(F)cc2)nnc1SCC(=O)OC1CCCCC1,-5%,-7%,-5%[46.1 µM],-0.5%,-7%[38.3 µM],-2%,-2%
COc1cccc(NC(=S)NCc2ccncc2)c1,5%,6%,18%,0.0%,-2%,4%,1%
OCc1nn2c(c1Br)NC(c1ccccc1)CC2C(F)(F)F (configuration not stated),6%,13%,-13%[46.1 µM],-2.1%,17%[38.3 µM],-11%,0%
COC(=O)c1ccccc1OCc1cccc(C)n1,1%,-23%[9.22 µM],9%[46.1 µM],2.0%,7%[38.3 µM],5%,-2%
CC(=O)c1cnc2n(c1=O)CCS2,5%,10%,7%,1.3%,-5%,15%[46 µM],6%
S=C(c1ccc2c(c1)OCO2)N1CCCC1,8%,-7%,5%[46.1 µM],0.0%,7%[38.3 µM],12%,0%

# Not all compounds are listed; count on the stated rates, not on these rows.
